Ba/F3 V617F tox: reduce viability of Ba/F3 cells dependent on JAK2V617F. Ba/F3 EpoR-JAK2V617F viability, ATP luminescence. 1.1% of 220,000 active. inhibition, % at 5.6 µM;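 active = inhibition above the campaign mean plus 3 SD over all tested compounds, cut at about 24% in these data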;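 note: cytokine-independent growth of Ba/F3 cells driven by EpoR plus mutant JAK2; 0% = DMSO-treated cells and 100% = JAK inhibitor I control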
EP2 antag: inhibitors of human EP2 prostaglandin E2 receptor | P43116 | C6 glioma cells expressing human EP2, cAMP TR-FRET; cells stimulated with saturating PGE2 | inhibition, % at 25 µM | 0.52% of 260,000 active;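 active = percent inhibition above 40 after rounding to a whole number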;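 note: rat C6 glioma host cells with rolipram phosphodiesterase inhibitor present; the protocol text gives 20 µM as final concentration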
Furin inh: human furin inhibition. P09958. purified furin, fluorogenic substrate cleavage. inhibition, % at 30 µM. 0.061% of 220,000 active; in the data active = inhibition above about 25%; note: inactives centre near -15
RBBP9 inh: blocks human serine hydrolase RBBP9. inhibition, % at 7.94 µM. 0.2% of 220,000 active. recombinant RBBP9, FP-Rh probe fluorescence polarization. AID 1515;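 active = inhibition above the campaign mean of all tested compounds plus 3 SD, cut at about 14% in these data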;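 note: plate controls were DMSO wells with RBBP9 for no effect and wells lacking RBBP9 protein for full effect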
Target sequence (O75884 whole entry, looked up): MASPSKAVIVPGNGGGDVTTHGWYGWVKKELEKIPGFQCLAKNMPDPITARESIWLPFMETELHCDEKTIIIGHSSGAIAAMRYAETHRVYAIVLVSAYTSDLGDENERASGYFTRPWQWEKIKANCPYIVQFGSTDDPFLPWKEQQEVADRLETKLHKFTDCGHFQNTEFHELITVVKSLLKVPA
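System: RBBP9 protein / Quantity: 2.5 µM RBBP9 dispensing solution, before mixing / Also added: Serine-hydrolase probe FP-Rh, 375 nM pre-mixing / Dosing: 7.94 µM single dose, 0.794% DMSO / Timing: enzyme-compound preincubation 30 min, then probe labeling 45 min, 25 °C / Signal: FP readout at 525/598 nm / Controls: DMSO-treated enzyme wells and wells lacking RBBP9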
Tb hexokinase: blocks Trypanosoma brucei hexokinase 1 activity; inhibition, % at 10 µM; 0.11% of 220,000 active; AID 1430; recombinant TbHK1, G6PDH-coupled NADH A340;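 active = inhibition of 50% or more in the single-dose primary screen; inactive = inhibition below 50%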
BaF3 tox: counter-screen for JAK2V617F inhibitors: parental Ba/F3 viability inhibitors; CellTiter-Glo ATP luminescence; inhibition, % at 5.6 µM; 1.1% of 220,000 active; AID 1486;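 active = inhibition above a per-campaign cutoff, the mean inhibition of all tested compounds plus 3 SD, cut at about 27% in these data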;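 note: 0% = DMSO wells and 100% = JAK Inhibitor I control wells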
p47phox inh: p47phox (human) inhibition. 0.53% of 220,000 active. AID 1274. p47phox/p22phox peptide binding, fluorescence polarization, 2 h. P14598. inhibition, % at 24.7 µM;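 active = inhibition above about 30%, limit read from the data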;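 note: 0% = p47phox with labelled peptide and 100% = labelled peptide alone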
PPC-1+TRAIL kill: PPC-1 cancer cell killing with TRAIL present; AID 1443; cell killing (% activity), % at 4 µM; 0.41% of 220,000 active; PPC-1 cells + TRAIL, ATPLite viability luminescence;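 active = cell killing above 50% in the first pass at 4 µM, then a duplicate retest at 5 µM averaging 50% or more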;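 note: plate controls were cells with TRAIL plus DMSO for no effect and medium-only wells lacking cells for full effect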
p97 ATPase inh: human p97 ATPase inhibition; P55072; recombinant p97 ATPase, Kinase-Glo ATP luminescence, 3 h; inhibition, % at 8 µM; 0.42% of 220,000 active; AID 1481; in the data active = inhibition above about 15%;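 note: 0% = DMSO vehicle and 100% = wells lacking enzyme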
Target sequence (P55072 whole entry, looked up): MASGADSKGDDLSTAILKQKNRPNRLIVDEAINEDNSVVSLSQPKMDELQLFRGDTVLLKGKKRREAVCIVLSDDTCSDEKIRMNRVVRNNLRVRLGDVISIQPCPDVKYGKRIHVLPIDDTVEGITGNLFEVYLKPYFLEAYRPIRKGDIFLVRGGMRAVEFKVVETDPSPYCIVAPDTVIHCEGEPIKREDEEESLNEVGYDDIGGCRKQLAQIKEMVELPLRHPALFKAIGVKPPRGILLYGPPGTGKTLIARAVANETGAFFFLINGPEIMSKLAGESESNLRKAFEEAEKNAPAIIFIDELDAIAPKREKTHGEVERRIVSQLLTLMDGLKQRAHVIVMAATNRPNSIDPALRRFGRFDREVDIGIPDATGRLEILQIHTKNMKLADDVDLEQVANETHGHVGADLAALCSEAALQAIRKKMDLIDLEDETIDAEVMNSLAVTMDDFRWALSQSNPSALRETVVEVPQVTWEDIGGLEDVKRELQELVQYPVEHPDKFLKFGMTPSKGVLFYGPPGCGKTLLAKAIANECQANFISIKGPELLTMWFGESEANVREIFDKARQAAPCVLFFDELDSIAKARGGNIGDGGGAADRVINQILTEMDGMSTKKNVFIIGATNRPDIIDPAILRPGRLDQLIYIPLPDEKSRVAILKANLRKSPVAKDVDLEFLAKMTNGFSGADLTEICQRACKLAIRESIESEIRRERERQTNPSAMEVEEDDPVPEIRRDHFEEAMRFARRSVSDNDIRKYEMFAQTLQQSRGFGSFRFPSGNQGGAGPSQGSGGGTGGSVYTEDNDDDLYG
* hit, by the source's call; . = no result given; & = joins results of further samples; [ ] = remark or other dose. These rows are one share of the data. The share of hits here may be higher or lower than overall.

SMILES	Ba/F3 V617F tox	EP2 antag	Furin inh	RBBP9 inh	Tb hexokinase	BaF3 tox	p47phox inh	PPC-1+TRAIL kill	p97 ATPase inh
COC(=O)c1ccc2c(=O)n(CCN3CCOCC3)c(SCC(=O)c3ccccc3)nc2c1	1	3	1	-10	-1	4	0	19	-6
Cc1cnn(-c2ccc3nnc(-c4ccc(Br)cc4)n3n2)c1	-1	4	-28	-10	-12	5	-8	0	4
Cc1ccc(NC(=O)c2ccco2)c([N+](=O)[O-])c1	-3	5	-5	-9	-9	7	-7	26	2
O=C(Nc1nc(-c2ccccc2)c(C(=O)c2ccccc2)s1)c1ccc(S(=O)(=O)N2CCCC2)cc1	1	25	-12	-9	-17	1	-28	14	3
CCN(CC)CCN1C(=O)c2oc3ccccc3c(=O)c2C1c1ccc(F)cc1 (stereo unspecified)	2	10	-8	-3	-1	2	-21	19	0
COCCn1c(CN2CCN(c3ccc(OC)cc3)CC2)nc2c1c(=O)n(C)c(=O)n2C	0	1	-16	3	3	6	-2	32	5
O=C(Cn1cnc2c(nnn2Cc2ccc(F)cc2)c1=O)NCC1CCCO1 (stereo unspecified)	0	7	-3[20 µM]	1	-14	3	0	5	3
COCCNc1nc(-c2cc(-c3ccccc3)on2)cc(C(C)C)n1	.	13	-22	.	-6	.	-7	8	.
Cc1ccc(NC(=O)C2=C(O)c3sccc3N(C)S2(=O)=O)cc1	-2	5	-4[20 µM]	-6	-33	1	-15	1	6
Cc1ccc(-c2cc(C(F)(F)F)n3ncc(C(=O)N4CCN(C)CC4)c3n2)cc1	0	6	-21	1	-19	5	-2	18	-6
Cc1cccc(Cc2c(C)nc3c(C(=O)NCc4ccco4)cnn3c2C)c1	0	7	-23	-13	3	9	-1	7	-3
CCN1c2ccccc2NC2C1C(C(C)=O)C(=O)N2c1ccc(Cl)cc1 (stereo unspecified)	0	9	-21	-3	-7	6	-2	6	6
NC(=O)c1cc(S(=O)(=O)Nc2cccc(F)c2)co1	-2	6	-15	-9	-4	2	-14	12	-1
CCCOC(=O)/C=C/c1c(C)[nH]c(=O)[nH]c1=O	3	5	-9	-4	-11	8	-5	4	-3
Cc1ccc(-c2ccc(=O)n(CC(=O)NCCN(C)C)n2)cc1	-3	1	-14	-14	-3	2	-4	18	6
CC(=O)Nc1cccc(C(=O)OCC(=O)c2ccccc2Cl)c1	-2	6	-22	-6	5	9	-7	12	3
OC1(CN2CCOCC2)C2CN3CCN(C2)CC1(c1ccccc1)C3 (stereo unspecified)	-3	13	-24	-1	6	1	-6	29	-1
Cn1cccc1CC(=O)N/N=C/c1cccc2ccccc12	2	4	-8[20 µM]	-4	-10	7	-12	8	-2
COc1ccc(CC(=O)Nc2cccc(/C(C)=N/NC(=O)c3cccc([N+](=O)[O-])c3)c2)cc1	-1	35	-18[20 µM]	-6	1	1	-11	4	3
CCOc1ccc(Br)cc1S(=O)(=O)N1CCC(C(=O)O)CC1	2	9	-15	-11	-5	1	-6	30	-2
CCn1cc(CN2CCN(CCc3ccccc3)C(CCO)C2)c(C)n1 (stereo unspecified)	2	4	-21	-2	1	4	-7	4	-1
Cc1n(-c2ccccc2)c2ccc(Cl)cc2[n+]1CCO	-2	3	-19	-9	-4	11	-11	16	7
COc1ccc(S(=O)(=O)Nc2ccccc2C(=O)N2CCCC2)cc1OC	-3	10	-11	1	-7	1	-5	17	4
O=C(Cc1ccc(Cl)cc1)NNC(=O)c1cnccn1	0	11	-23	-1	-5	10	-9	29	5
O=C(NCc1ccc(Cl)cc1)c1ccc(COCC(F)(F)F)o1	0	10	-29[20 µM]	-8	2	3	-18	-11	3
COC(=O)c1cccc(NC(=O)CN2CCN(c3ccc(OC)cc3)CC2)c1	-3	6&11	-18	8	-1	0	-12	0	4
CCOc1ccccc1CNC(=O)c1cc2occc2n1C	6	8	-9	0	4	11	2	5	-5
COc1cccc(S(=O)(=O)c2nc(C)c3c(n2)CCC3)c1	1	4	-11	-6	-5	5	2	-12	0
Cn1c(=O)c(=O)n(C)c2cc(S(=O)(=O)N3CC(=O)N(CCc4ccccc4)C(=O)C3)ccc21	-9	11	-9	-10	-17	4	-12	-4	8
O=C(c1cccc(Br)c1)N1CCN(C(=O)c2cccc(Br)c2)CC1	3	6	-6[20 µM]	3	1	3	-1	14	-5
CCOC(=O)c1ccc(NC(=O)CSc2nc3c(c(=O)n2C)SC(C)C3)cc1 (stereo unspecified)	-1	11	-26	-7	-16	4	1	31	1
Cc1ccc(C(=O)C2=C(O)C(=O)N(CCN3CCOCC3)C2c2ccccn2)o1 (stereo unspecified)	-1	15	-11	-10	-16	0	-18	7	5
O=C(CN1C(=O)c2ccccc2S1(=O)=O)NCc1ccccc1Cl	-3	17	-13	-2	2	0	-14	4	7
CCS(=O)(=O)N1Cc2ccccc2CC1C(=O)OCC(=O)Nc1ccc(SC(F)F)cc1 (stereo unspecified)	0	0	-10[20 µM]	-7	-2	6	-22	-9	-5
Cc1ccc(OCCCN(C)C)c(Br)c1	5	14	-12	0	3	8	-14	-2	-8
C/C(=N\S(=O)(=O)c1ccc(C)cc1)NC(=S)Nc1ccc(C)cc1	-6	4	-2	2	-3	1	7	27	4
CCc1ccc(-c2nnn(Cc3nc4ccccc4s3)n2)cc1	-2	5	-17	-9	2	6	-4	3	-5
Cc1nnc2ccc(N3CCN(C(=O)c4ccccc4)CC3)nn12	-1	5	-4	-2	3	9	1	17	1
O=C(NCc1ccccc1Cl)C1CCN(S(=O)(=O)N2CCCCCC2)CC1	4	11	-24	-11	4	3	1	3	-7
COc1cc(C=O)ccc1OCCOCCOc1ccc(Cl)cc1Cl	-3	9	-26[20 µM]	-5	-5	4	.	.	0
CCn1ccnc1CNCc1ccc(OCC(O)CN(C)Cc2ccccc2)cc1 (stereo unspecified)	2	0	-28	1	3	7	1	2	0
COc1ccc(NC(=O)CSc2nnc(Cc3cccn3C)n2-c2ccc(F)cc2)cc1	2	8	-6	0	-6	2	-11	-3	-7
O=C(CCSc1ccccc1)NC1CCCCCC1	-3	11	-20	-2	-7	0	-4	28	-1
C=CCN(CC=C)c1ccc(N2C(=O)C3CCCCC3C2=O)cc1[N+](=O)[O-] (stereo unspecified)	-3	4	-13	3	-5	4	0	-30	4
CCCn1c(=O)c(Br)cn(-c2ccccc2C)c1=O	-2	4	-25	-8	6	0	-1	3	1
Cn1c(CSc2nc3ccccc3s2)n[nH]c1=S	-1	14	-33	0	-8	6	3	8	1
O=C(CNC(=O)c1cccc(F)c1)N/N=C/c1cc(Br)ccc1OC(=O)/C=C/c1ccco1	-1	13	-1	-8	17	6	-51	15	0
CCCOc1ccc(N2CC(C(=O)NC(C)C)CC2=O)cc1 (stereo unspecified)	-2	11	-29	1	9	1	3	-10	4

Some of the entries so far, as labelled records:
COc1ccc(NC(=O)CSc2nnc(Cc3cccn3C)n2-c2ccc(F)cc2)cc1
  Ba/F3 V617F tox: 2 | EP2 antag: 8 | Furin inh: -6 | RBBP9 inh: 0 | Tb hexokinase: -6 | BaF3 tox: 2 | p47phox inh: -11 | PPC-1+TRAIL kill: -3 | p97 ATPase inh: -7
O=C(CCSc1ccccc1)NC1CCCCCC1
  Ba/F3 V617F tox: -3 | EP2 antag: 11 | Furin inh: -20 | RBBP9 inh: -2 | Tb hexokinase: -7 | BaF3 tox: 0 | p47phox inh: -4 | PPC-1+TRAIL kill: 28 | p97 ATPase inh: -1
C=CCN(CC=C)c1ccc(N2C(=O)C3CCCCC3C2=O)cc1[N+](=O)[O-] (stereo unspecified)
  Ba/F3 V617F tox: -3 | EP2 antag: 4 | Furin inh: -13 | RBBP9 inh: 3 | Tb hexokinase: -5 | BaF3 tox: 4 | p47phox inh: 0 | PPC-1+TRAIL kill: -30 | p97 ATPase inh: 4

Going on with the list:
SMILES	Ba/F3 V617F tox	EP2 antag	Furin inh	RBBP9 inh	Tb hexokinase	BaF3 tox	p47phox inh	PPC-1+TRAIL kill	p97 ATPase inh
CCCc1cc(=O)oc2c(C)c3occ(C)c3cc12	-1	11	-3	-7	-6	-1	-7	15	-3
Cc1nnc(NC(=O)CCSc2ccccc2)s1	5	6	-12[20 µM]	4	6	5	-6	9	-1
COc1ccc(CN2CCn3ncc(C(=O)Nc4ccc(Cl)cc4Cl)c3C2=O)cc1	-2	15	-27[20 µM]	-3	7	0	3	22	5
COc1ccc(C(=O)COC(=O)CNC(=O)c2ccc(OC)cc2)cc1	3	0	-18	-13	2	4	-4	-2	-5
COCCN(CCOC)S(=O)(=O)c1ccc(C(=O)Nc2nc(-c3ccccc3)c(C(=O)c3ccccc3)s2)cc1	-5	17	-9	1	-27	1	-28	-1	5
O=C(Nc1cc([N+](=O)[O-])ccc1F)c1ccc2c(c1)OCCO2	-3	6	-30	-1	-8	2	-4	-14	6
CCN(CC)C(=O)c1sc(NC(=O)Cc2ccccc2)c(C#N)c1C	-2	4	-16[20 µM]	-5	0	5	-14	12	0
CCn1nc(NC(=O)c2ccco2)c2cc3ccc(C)cc3nc21	-3	14	-20	-3	-6	6	4	9	3
Cc1nc(C)c(Oc2ccc(Cl)cc2Cl)c(=O)[nH]1	0	7	-22	0	-5	2	-13	0	2
Cc1cc(NC(=O)c2noc3c2CCCC3)n(-c2ccccc2)n1	-2	5	-30	2	0	6	7	6	4
CCOc1cccc(NC(=O)CSc2nncn2N)c1	3	7&17	-13	-14	4	3	-15	-3	-9
COC(=O)NCC(c1ccco1)N1CCN(c2ccccc2)CC1 (stereo unspecified)	2	8	-13	-5	-2	5	-4	12	2
Cc1nc2cc(-n3ccc(=O)cc3)ccc2n1-c1ccccc1	-3	3	-24[20 µM]	-7	0	1	-6	-3	1
Cc1cc(NC(=O)CCN2CCC(C(N)=O)CC2)ccc1Br	4	2	-11[20 µM]	-1	-3	5	0	6	-3
CCOc1cc(C(=O)Nc2cc(C)ccn2)cc(OCC)c1OCC	-1	6	-7	-2	16	4	4	6	-4
CCOC(=O)C(C)Sc1nc(=O)n2ccccc2n1 (stereo unspecified)	2	8	-1	-10	-14	4	2	13	-3
CCN(CC)S(=O)(=O)c1ccc(C(=O)NNC(=O)C2CCN(S(=O)(=O)c3ccc(Cl)cc3)CC2)cc1	-2	9	-25	-5	-1	4	-8	21	5
O=C(Cc1cccs1)N=Nc1c(O)[nH]c2ccc(Br)cc12	-4	7	-8	-2	-12	-1	-8	-8	1
CCCCOc1ccc(C(=O)N/N=C/c2ccc(OCCN3CCCCC3)c(OC)c2)cc1	3	5	-4	-10	-28	8	0	13	4
COc1ccccc1C(CC(=O)Nc1ccc(C)c(C)c1)c1ccc(OC(C)C)cc1 (stereo unspecified)	3	4	-20	-3	-2	2	-21	18	4
Cc1ccccc1-c1noc(-c2cccs2)n1	0	4	-15	-9	2	2	-9	30	0
CC(C)(C)NC(=O)C(c1cccs1)N(C(=O)c1csnn1)c1cccc(F)c1 (stereo unspecified)	-3	1	-2	-8	0	4	-10	-4	2
CC(Nc1ccc(Br)cn1)c1cc(Cl)ccc1O (stereo unspecified)	-1	.	1[20 µM]	-8	3	2	-2	-8	-7
Cn1c(CO)c(-c2ccccc2)c2cc([N+](=O)[O-])ccc21	-1	6	-6[20 µM]	-10	-2	1	-27	-3	4
COc1ccccc1CNN	-3	2	-21	-6	-5	-1	-10	1	0
CC(NC(=O)c1ccccc1Cl)C1COc2ccccc2O1 (stereo unspecified)	-1	8	-26[20 µM]	-6	2	1	-10	0[5 µM]	-3
CCOc1ccc(N=C(C)c2ccccc2O)cc1	-4	11	-9	0	-5	-5	-7	14	3
O=C(O)C1CSC(c2coc3ccccc3c2=O)N1 (stereo unspecified)	-2	4	-5	-6	-21	1	-3	-1	2

Source: PubChem BioAssay
